Source: PubChem BioAssay
ABCB6 inh 2: human ABCB6 transporter inhibition; Q9NP58; K562-ABCB6 porphyrin accumulation, flow cytometry, 1 h; stronger effect = lower value; fluorescence ratio to DMSO, % at 10 µM; 0.19% of 360,000 active; AID 602162;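 active means fluorescence ratio to DMSO below 75%, the collection mean minus 3 SD; inconclusive means too few cells collected in the well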;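 further: signal is porphyrin accumulated inside mitochondria; 100% equals median channel fluorescence of DMSO control wells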
Vif inh: blocks HIV Vif function | HEK293T cells, Vif self-association by quenched fluorescence, imaging, 24 h | AID 602346 | 0.35% of 340,000 active | inhibition, % at 7.49 µM; in the data active means inhibition above about 50%, passing the limit was not always enough; inconclusive means no clear call, values can overlap the other calls; inactive means below about 31%; further: some results filed as inactive read as strong as hits
ABHD5-PLIN5 inh: inhibitors of human ABHD5-perilipin-5 interaction | Split G. princeps luciferase complementation, luminescence, 4 h | 0.78% of 360,000 active | Q00G26+Q8WTS1 | AID 602281 | inhibition, % at 4 µM;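 active means inhibition above the mean inhibition across every tested compound plus 3 SD, cut at about 22% in these data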;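 further: 0% = DMSO only wells and the 100% control is not disclosed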
Target sequence (Q00G26 whole entry, looked up): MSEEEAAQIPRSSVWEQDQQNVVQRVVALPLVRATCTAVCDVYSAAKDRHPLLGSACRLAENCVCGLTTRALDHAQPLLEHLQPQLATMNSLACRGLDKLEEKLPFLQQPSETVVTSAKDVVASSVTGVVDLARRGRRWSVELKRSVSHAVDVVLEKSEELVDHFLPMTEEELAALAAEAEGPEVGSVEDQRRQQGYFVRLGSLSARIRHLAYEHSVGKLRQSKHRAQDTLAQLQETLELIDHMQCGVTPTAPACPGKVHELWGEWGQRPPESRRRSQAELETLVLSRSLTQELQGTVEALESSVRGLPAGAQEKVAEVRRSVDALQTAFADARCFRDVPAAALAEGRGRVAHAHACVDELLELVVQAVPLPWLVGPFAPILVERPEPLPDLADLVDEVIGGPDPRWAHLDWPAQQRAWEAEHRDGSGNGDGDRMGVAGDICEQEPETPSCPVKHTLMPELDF
Target sequence (Q8WTS1 whole entry, looked up): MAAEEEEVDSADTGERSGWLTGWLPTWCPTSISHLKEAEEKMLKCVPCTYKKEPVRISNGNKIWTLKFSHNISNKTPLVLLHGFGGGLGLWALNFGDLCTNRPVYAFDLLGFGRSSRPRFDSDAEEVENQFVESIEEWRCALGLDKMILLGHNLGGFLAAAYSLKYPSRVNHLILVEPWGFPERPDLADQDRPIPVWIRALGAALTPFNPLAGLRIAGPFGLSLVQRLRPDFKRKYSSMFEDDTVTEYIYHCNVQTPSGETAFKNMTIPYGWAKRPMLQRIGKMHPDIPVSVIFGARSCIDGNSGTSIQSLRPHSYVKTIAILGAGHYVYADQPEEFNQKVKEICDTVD
TLR9-MyD88 block: inhibitors of human TLR9-MyD88 binding; CHO BLA complementation TLR9-MyD88, CCF4 FRET ratio; inhibition, % at 4.98 µM; 0.21% of 340,000 active; AID 504734;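 active means inhibition above the mean over all tested compounds plus 3 SD, cut at about 21% in these data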;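 further: 0% = DMSO only wells and 100% = clavulanate BLA inhibitor control wells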
MC4R antag cAMP: human MC4R antagonism in cAMP assay | P32245 | inhibition, % at 6.5 µM | MC4R-expressing cells, MTII-stimulated cAMP, LANCE TR-FRET | 0.48% of 360,000 active;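 active means inhibition above its plate's cutoff, the mean of tested wells on that plate plus 3 SD, cut at about 29% in these data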;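 further: 0% = Melanotan II alone and 100% = Melanotan II plus saturating MCL0020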
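Material: U2OS-MC4R stable cell line | Reagent: Melanotan II challenge after compound preincubation | Doses: One concentration, 6.5 µM nominal | Incubation: 30-min compound preincubation, 1-h Melanotan II challenge, 1-h detection, room temperature | Signal: TR-FRET cAMP assay | Replicates: One well per compound, no replicates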
aDG glyco up: increases alpha dystroglycan glycosylation | Pro5-aDG cells, alpha-DG glycosylation AlphaScreen (IIH6); 0% Pro5, 100% B10-LARGE cell signal | activation, % at 10 µM | 0.22% of 360,000 active | AID 624168;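 active means activation of at least 8% versus controls, or a plate z-score of at least 8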;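 further: Pro5 are CHO cells carrying HIG-tagged alpha-DG that lacks glycosylation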
Glyco luc inh: N-linked glycosylation inhibition; reporter increase, % at 12.5 µM; D54 ERlucT glycosylation luciferase reporter, 24 h; percent of 100 nM tunicamycin response; AID 588692; 0.23% of 360,000 active;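 active means mean luciferase reporter signal, scaled so untreated is 0 and the glycosylation-blocking control 100, at or above a set limit in every replicate; inconclusive means mean reaches the limit but not every replicate does; inactive means mean below the limit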;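 further: luciferase carries N-glycosylation sites so blocking glycosylation raises the light; 0% = median of neutral control wells and 100% = median of 100 nM tunicamycin wells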
MC4R barr agon: activates human MC4R beta-arrestin recruitment. 0.98% of 360,000 active. U2OS MC4R beta-arrestin complementation, luminescence; percent of melanotan II response, DMSO zero. activation, % at 8.9 µM;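 active means activation above a per-plate cutoff, the mean activation of sample wells on that plate plus 3 SD, cut at about 8% in these data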
Granule exo inh: blocks lytic granule exocytosis | TALL-104 LAMP-1 surface exposure, flow cytometry; cells stimulated with thapsigargin and PMA | inhibition, % at 10 µM | 0.66% of 360,000 active | AID 651702;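 active means inhibition above about 55%, limit read from the data; inconclusive means no clear call, values can overlap the other calls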
NOD2 RIPK2 PPI: inhibitors of human NOD2-RIPK2 interaction | inhibition, % at 4.98 µM | AID 624267 | O43353 | CHO BLA complementation NOD2-RIPK2, CCF4 ratio | 0.38% of 360,000 active; in the data active means inhibition above about 21%;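 further: 0% = vehicle only and 100% = reference blocker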
* hit, by the source's call; ? = inconclusive; . = not tested or not shown. Only part of the results is shown (hit frequency here may not be typical).

SMILES	ABCB6 inh 2	Vif inh	ABHD5-PLIN5 inh	TLR9-MyD88 block	MC4R antag cAMP	aDG glyco up	Glyco luc inh	MC4R barr agon	Granule exo inh	NOD2 RIPK2 PPI
COCCCn1c(=O)c2sccc2n2c(CCCC(=O)NCc3ccccc3OC)nnc12	99	-1	0	4	10	-0.1	1	-0.6	-1	5
CCOc1ccccc1N=Nc1c(C)[nH]n(-c2ccccc2)c1=O	103	-3	0	-8	-2	-0.3	2	-0.9	9	-7
CC(=O)c1cc(C#N)c(Oc2ccccc2)nc1C	101	-4	-2	2	2	-0.1	1	-0.1	2	-5
Cc1cc(O)ccc1Nc1nc2ccccc2nc1Nc1ccc(O)cc1C	104	-1	16	-5	-12	0.6	4	0.0	0	-5
O=C(O)CCC(=O)N1CCN(c2nc3ccccc3s2)CC1	96	1	-12	-10	7	-0.2	1	0.4	1	-5
COc1ccc([C@H]2CC(=O)C=C(c3cc(Cl)ccc3C)C2)cc1	101	-4	-4	-7	13	-0.2	-1	1.4	-5	3
CCOC(=O)C1=C(C)N(Cc2ccc(C(=O)O)cc2)C(=O)NC1c1ccc([N+](=O)[O-])cc1 (stereo unspecified)	96	1	1	-2	2	-0.2	-1	-1.5	-17	2
Cc1ccc(C(=O)Nc2ccccc2Sc2ccccc2)cc1	85	-2	0	-12	-2	0.1	2	0.9	0	-2
O=C(Nc1ccc2[nH]c(=S)sc2c1)Nc1ccccc1F	96	-13	-19	9	2	-0.1	-14	-1.8	-4	4
COC(=O)c1ccc2nc(-c3ccco3)c(Cc3cccc(Cl)c3)n2c1	124	.	22	.	.	-0.1	.	.	16	-8
CCc1cccc2c(C(=O)COC(=O)c3cccc(S(=O)(=O)N(C)C4CCCCC4)c3)c[nH]c12	106	1	2	0	14	0.0	1	-1.8	-2	-2
Cc1c(C(=O)Nc2ccc3c(c2)OCCO3)sc2nc(-c3ccccc3)cn12	101	-14	-1	2	8	2.2	-2	-0.8	15	0
O=C(N=C1SC2CS(=O)(=O)CC2N1c1ccccc1)c1cccc([N+](=O)[O-])c1 (stereo unspecified)	99	2	1	-1	-7	0.0	-4	-1.6	12	4
COc1ccc(CNC[C@H]2O[C@@H](n3ccc(=O)[nH]c3=O)[C@H](O)[C@@H]2O)cc1OC	99	18	-5	-2	2	-0.3	1	-3.3	-2	1
COc1cc(/C=C2/CCC/C(=C\c3cc(O)c(OC)c(Cl)c3)C2=O)cc(Cl)c1O	112	7	9	-3	-9	-0.3	35*	2.4	9	-2
O=C(CN1CCN(S(=O)(=O)c2ccc(Cl)s2)CC1)N1CCOCC1	92	-3	-6	.	4	-0.1	0	1.6	-10	-11
CCc1ccc(NC(=O)CSc2nc(O)cc(=O)n2C2CCCC2)cc1	96	6	-7	-12	14	-0.1	0	-2.4	-5	2
N#CC1=C(N)N(c2ccc(F)cc2)C(=O)C1	103	5	6	3	-5	-0.2	1	-0.4	-4	5
O=C(CN1C(=O)N/C(=C\c2ccccc2OCc2ccc(C(=O)O)cc2)C1=O)Nc1ccccc1F	97	0	7	-2	1	0.0	2	-2.5	19	-4
O=c1[nH]c(=O)n(Cc2ccccc2)c2c1C(C(F)(F)F)(C(F)(F)F)N=C(c1ccco1)N2	96	-10	-2	-9	14	0.1	8	-1.2	5	-7
O=C1/C(=C\c2ccc(O)c(O)c2)SC(=S)N1Cc1ccccc1	464	0	13	17	-8	-0.3	0	-4.4	4	13
Cc1ccc(OCCC(=O)OCC(=O)Nc2ccc(Cl)cn2)cc1	118	4	2	-1	14	0.2	-1	0.4	-1	3
Cc1ccc(-n2nc(C)c3c2OC(N)=C(C#N)C3c2ccccc2F)cc1 (stereo unspecified)	103	-7	-10	-2	6	0.8	-1	0.2	-1	-9
CC(C)(C)NC(=O)c1ccccc1NC(=O)C1CCCO1 (stereo unspecified)	109	0	-1	6	2	0.2	-2	-2.0	-5	-19
O=C(Nc1nccs1)C(c1ccccc1)N1CCCC1 (stereo unspecified)	98	9	5	3	12	0.0	0	-2.3	1	-3

Exported in CSV form: entries from further up
Molecule,ABCB6 inh 2,Vif inh,ABHD5-PLIN5 inh,TLR9-MyD88 block,MC4R antag cAMP,aDG glyco up,Glyco luc inh,MC4R barr agon,Granule exo inh,NOD2 RIPK2 PPI
O=C(Nc1ccc2[nH]c(=S)sc2c1)Nc1ccccc1F,96,-13,-19,9,2,-0.1,-14,-1.8,-4,4
COC(=O)c1ccc2nc(-c3ccco3)c(Cc3cccc(Cl)c3)n2c1,124,.,22,.,.,-0.1,.,.,16,-8
CCc1cccc2c(C(=O)COC(=O)c3cccc(S(=O)(=O)N(C)C4CCCCC4)c3)c[nH]c12,106,1,2,0,14,0.0,1,-1.8,-2,-2
Cc1c(C(=O)Nc2ccc3c(c2)OCCO3)sc2nc(-c3ccccc3)cn12,101,-14,-1,2,8,2.2,-2,-0.8,15,0

Filtered by structure, the entries above containing an aryl thioether with sulfur outside any ring.
SMILES	ABCB6 inh 2	Vif inh	ABHD5-PLIN5 inh	TLR9-MyD88 block	MC4R antag cAMP	aDG glyco up	Glyco luc inh	MC4R barr agon	Granule exo inh	NOD2 RIPK2 PPI
Cc1ccc(C(=O)Nc2ccccc2Sc2ccccc2)cc1	85	-2	0	-12	-2	0.1	2	0.9	0	-2
CCc1ccc(NC(=O)CSc2nc(O)cc(=O)n2C2CCCC2)cc1	96	6	-7	-12	14	-0.1	0	-2.4	-5	2

Molecules listed so far containing a nitro group on carbon, in the order listed:
SMILES	ABCB6 inh 2	Vif inh	ABHD5-PLIN5 inh	TLR9-MyD88 block	MC4R antag cAMP	aDG glyco up	Glyco luc inh	MC4R barr agon	Granule exo inh	NOD2 RIPK2 PPI
CCOC(=O)C1=C(C)N(Cc2ccc(C(=O)O)cc2)C(=O)NC1c1ccc([N+](=O)[O-])cc1 (stereo unspecified)	96	1	1	-2	2	-0.2	-1	-1.5	-17	2
O=C(N=C1SC2CS(=O)(=O)CC2N1c1ccccc1)c1cccc([N+](=O)[O-])c1 (stereo unspecified)	99	2	1	-1	-7	0.0	-4	-1.6	12	4

Additional records:
SMILES	ABCB6 inh 2	Vif inh	ABHD5-PLIN5 inh	TLR9-MyD88 block	MC4R antag cAMP	aDG glyco up	Glyco luc inh	MC4R barr agon	Granule exo inh	NOD2 RIPK2 PPI
CCCN1CNC(=S)N(c2ccccc2C)C1	94	-5	-8	18	18	0.0	1	-0.3	-5	10
CC1=C(C(=O)N(C)C)CC(CC(=O)NCc2cccs2)C(=O)N1Cc1ccccc1 (stereo unspecified)	95	-3	3	1	1	0.0	0	-1.2	-8	-1
N#Cc1ccccc1COC(=O)CCN=C1NS(=O)(=O)c2ccccc21	95	-1	5	-12	3	0.3	1	-1.4	15	-17
Cc1cccc2c(N=NC(=O)C(C)n3cnc4ccccc4c3=O)c(O)[nH]c12 (stereo unspecified)	100	-3	0	-1	1	0.0	0	-1.9	-3	1
CCOc1ccc(C(=O)CCC(=O)NN2C(=O)NC3(CCCCC3)C2=O)cc1	88	-3	2	-5	1	0.0	3	-0.1	11	0
CC(C)CC(=O)NS(=O)(=O)c1ccc(N)cc1	97	6	3	0	13	0.0	1	-2.0	0	-1
Cc1cc(CNC(=O)c2ccc3nc(Cc4ccccc4F)oc3c2)nn1C	96	-4	-9	9	-5	-0.1	-7	-2.6	0	4
c1cc2nnnn2nc1N1CCCCCC1	103	-47	-3	0	3	-0.1	3	0.7	-6	-5
CC(C)CN1CCC(=O)N(CCSc2ccc(Br)cc2)CC1	103	-11	-3	2	-10	0.2	-1	0.4	21	-5
CCOC(=O)CSc1nnc(COc2ccc3ccccc3c2)o1	99	-2	7	-4	23	-0.1	0	1.2	11	-9
CC1(C)C(C#N)=C(N)OC2=C1C(=O)CCC2	101	-2	6	3	19	0.0	0	-0.1	6	-1
Cc1ccc(C2CC(c3ccccc3C)n3nc(N)nc3N2)cc1 (stereo unspecified)	102	19	8	5	7	-0.1	3	-0.2	1	-7
CCOc1ccc(S(=O)(=O)NCCC(=O)N2CCCC(C)C2)cc1 (stereo unspecified)	98	-9	-7	2	-1	0.2	1	-0.8	12	3
Nc1nc2ccccc2n1Cc1ccc(Cl)c(Cl)c1	99	-1	-1	4	-4	1.8	-5	2.5	1	7
COc1ccc(NC(=O)c2nc[nH]c2C(=O)N2CCN(C(=O)OC(C)(C)C)CC2)cc1	92	-6	-1	1	-4	-0.2	6	-1.5	-8	-6
COc1cccc(S(=O)(=O)Nc2cccc(C(=O)N3CCCC3)c2)c1	95	-1	5	-7	1	0.3	0	-2.7	2	-4
Cc1cc(OCc2cc(C(=O)NCc3cc(C(C)C)no3)no2)cc(C)c1Cl	96	1	-4	1	-7	0.5	-5	10*	2	-1
C/C(=N\NC(=O)c1ccncc1)c1ccc(NC(=O)c2ccc(Cl)cc2)cc1	99	8	-4	4	-3	-0.3	1	-3.2	-18	-6
O=C(NCc1ccccn1)C(=O)NCC1OCCN1S(=O)(=O)c1ccc(Br)cc1 (stereo unspecified)	96	-4	-6	3	3	0.4	1	-4.8	-1	-1
Brc1ccc(-c2cn3c(n2)CCc2ccc4cccnc4c2-3)cc1	94	1	0	0	7	0.0	0	-0.8	0	2
CCCCn1nnnc1C1(C)CCC(=O)N1CCc1ccc(OC)c(OC)c1 (stereo unspecified)	93	.	-1	.	.	0.3	.	.	-4	-14
NC(=O)c1ccc(NC(=O)COC(=O)C2(c3cccc(F)c3)CCCC2)cc1	95	9	5	6	5	1.0	-4	-1.8	-2	-1
COc1ccc2[nH]c3c(=O)n(Cc4ccncc4)cnc3c2c1	93	-3	-6	2	-6	-0.1	5	1.3	9	4
O=c1nccc(N/N=C/c2ccccc2O)[nH]1	99	-8	-10	-12	-4	0.7	?	-0.4	-26	-4
Cn1nccc1NC(=O)CC1(CC(=O)O)CCCCC1	93	-3	0	.	2	-0.2	0	-0.4	-1	-16
SMILES	ABCB6 inh 2	Vif inh	ABHD5-PLIN5 inh	TLR9-MyD88 block	MC4R antag cAMP	aDG glyco up	Glyco luc inh	MC4R barr agon	Granule exo inh	NOD2 RIPK2 PPI
COc1ccc(CC(=O)Nc2ccc(F)c(S(=O)(=O)N3CCOCC3)c2)cc1	99	11	2	-2	4	-0.1	4	0.0	-5	1
O=C(CSc1ccc(-c2ccccn2)nn1)NC1CCCCC1	99	0	-2	0	1	0.1	0	1.8	0	0
COc1ccc(N(C(=O)CNC(=O)c2cccs2)C(C(=O)NCC2CCCO2)c2ccccc2)cc1OC (stereo unspecified)	108	7	5	-6	18	0.0	3	0.4	-1	1
CN1CCN(S(=O)(=O)c2cccc3nsnc23)CC1	100	31	9	-4	-3	-0.1	0	-1.2	-11	-8
O=C(C#Cc1ccccc1)Nc1ccccc1F	96	14	4	-1	-1	0.1	-14	0.6	-4	0
CCOCCCNC(=O)c1ccc2c(c1)ncn2-c1ccc(C)cc1C	96	-7	-1	10	2	0.1	-3	-1.0	-2	-12
